APP transl inh: APP translation inhibition. SH-SY5Y APP 5'UTR-luciferase reporter, luminescence. inhibition, % at 2 µM. hit rate 0.82% among 190,000;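 active means inhibition above a set limit, derived from the sample mean plus 3 SD, cut at about 45% in these data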; further: values of inactives mirror those of a sister screen read the other way
STAT3 inh: reduces IL-6 driven STAT3 reporter signal; U3A cells, IL-6 STAT3-luciferase reporter, luminescence; host cell line lacks STAT1; inhibition, % at 5.5 µM; hit rate 0.89% among 190,000; AID 862;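 active means inhibition above the mean inhibition across all screened compounds plus 3 SD, cut at about 44% in these data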;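 further: 0% = DMSO only wells and 100% = 100 µM nifuroxazide control wells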
STAT1 blocker: reduces IFN-gamma driven STAT1 reporter signal; NIH 3T3 STAT1-luciferase reporter, luminescence; inhibition, % at 5.5 µM; hit rate 0.35% among 200,000; AID 920;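 active means inhibition above a set limit, the mean inhibition across all tested compounds plus 3 SD, cut at about 34% in these data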;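 further: 0% = IFN-gamma with DMSO and 100% = IFN-gamma with 300 µM nifuroxazide; values of inactives mirror those of a sister screen read the other way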
STAT1 activator: increases IFN-gamma driven STAT1 reporter signal; NIH 3T3 STAT1-luciferase reporter, luminescence; 100% = IFN-gamma alone, no compound; activation (% of control), % at 5.5 µM; hit rate 2.6% among 200,000;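 active means activation above the screen-wide mean activation plus 3 SD, cut at about 130% in these data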;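 further: raw ratio to IFN-gamma control signal so 100% means no change and 0% no light; values of inactives mirror those of a sister screen read the other way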
FLuc inhib CS: counter-screen for luciferase assay inhibitors: firefly luciferase inhibition; ATPLite firefly luciferase biochemical luminescence, 10 min; inhibition, % at 10 µM; hit rate 1.5% among 200,000; AID 1006;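 active means inhibition above about 50% when tested at 10 µM, limit read from the data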
Target sequence (P08659 whole entry, looked up): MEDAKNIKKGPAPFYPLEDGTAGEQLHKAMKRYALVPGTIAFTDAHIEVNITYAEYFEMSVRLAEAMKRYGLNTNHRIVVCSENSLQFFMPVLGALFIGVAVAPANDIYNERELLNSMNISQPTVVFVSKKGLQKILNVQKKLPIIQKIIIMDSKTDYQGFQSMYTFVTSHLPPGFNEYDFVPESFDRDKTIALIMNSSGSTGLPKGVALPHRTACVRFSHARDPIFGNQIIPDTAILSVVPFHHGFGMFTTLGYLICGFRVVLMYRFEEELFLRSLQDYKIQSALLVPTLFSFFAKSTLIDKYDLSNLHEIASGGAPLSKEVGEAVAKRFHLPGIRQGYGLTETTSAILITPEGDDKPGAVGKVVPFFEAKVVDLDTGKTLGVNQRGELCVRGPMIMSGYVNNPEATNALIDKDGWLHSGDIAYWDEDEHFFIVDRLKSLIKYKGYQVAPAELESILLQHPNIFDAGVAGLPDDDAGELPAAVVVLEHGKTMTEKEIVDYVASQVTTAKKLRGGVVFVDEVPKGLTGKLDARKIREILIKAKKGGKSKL
APP 5'UTR act: APP 5'UTR luciferase reporter activation. SH-SY5Y APP 5'UTR luciferase reporter, luminescence; zero percent = DMSO vehicle wells. activation, % at 2 µM. hit rate 1% among 190,000. AID 1276;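 active means activation above a set limit, based on mean plus 3 SD of controls, cut at about 140% in these data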; further: values of inactives mirror those of a sister screen read the other way
ROMK mod: modulates human ROMK potassium channel activity | P48048 | Tet-inducible ROMK, thallium flux fluorescence; actives lie on both sides | B-score at 10 µM | hit rate 2% among 130,000;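 active means signal ratio slope over the read window, or its plate-corrected B-score, at least 3 SD from the plate mean, either direction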;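 further: B-score of the F/F0 ratio slope over 7 to 12 s after thallium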
Target sequence (P48048 whole entry, looked up): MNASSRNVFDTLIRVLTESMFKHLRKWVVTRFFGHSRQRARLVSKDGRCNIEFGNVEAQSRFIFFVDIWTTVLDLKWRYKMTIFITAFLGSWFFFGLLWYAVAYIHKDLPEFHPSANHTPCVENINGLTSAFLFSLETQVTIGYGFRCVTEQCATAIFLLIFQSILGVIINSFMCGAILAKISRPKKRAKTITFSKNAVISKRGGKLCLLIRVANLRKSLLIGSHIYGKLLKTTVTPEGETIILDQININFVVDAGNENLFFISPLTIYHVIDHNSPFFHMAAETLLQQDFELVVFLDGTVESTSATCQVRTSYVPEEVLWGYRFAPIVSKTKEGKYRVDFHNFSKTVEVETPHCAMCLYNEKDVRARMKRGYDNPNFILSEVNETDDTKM
NF-kB neuron act: NF-kB expression increase, human neuronal cells; NF-kB reporter expression; active compounds read high; fold change at 12.5 µM; hit rate 1.6% among 190,000; in the data active means fold change above about 3.3
FLuc act counter: firefly luciferase counter-screen for stimulation assays. P08659. ATPlite luciferase biochemical, luminescence, 10 min; 0 = ATP-free wells, 1 = DMSO control. activation factor at 10 µM. 200,000 tested, under 10 active. AID 1027;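 active means luciferase activation factor, scaled between plate controls, of at least 2 with compound at 10 µM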
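Material: Luciferase/luciferin reagent mix | Doses: Test compounds dosed from 2 mM stocks in 100% DMSO | Timing: 10 min incubation after luciferase reagent addition, room temperature | Measured by: Luminescence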
STAT3 act: activators of IL-6 induced STAT3 signaling. hit rate 0.91% among 190,000. activation (% of control), % at 5.6 µM. AID 871. U3A cells, IL-6 STAT3-luciferase reporter, luminescence; 100% = signal with IL-6 EC80 alone;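 active means activation above the screen-wide mean of compound activation plus 3 SD, cut at about 130% in these data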;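 further: 0% = background luminescence of wells with medium and substrate only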
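System – human U3A cells carrying STAT3-luciferase construct · Probe or stimulus – Interleukin-6, 33 ng/mL · Schedule – compound 1 h, then IL-6 6 h at 37 °C · Signal – luminescence from STAT3-driven luciferase reporter · Evaluation – percent of IL-6-only median luminescence · Benchmarks – IL-6-only high control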
* hit, by the source's call; / = no result given.

SMILES	APP transl inh	STAT3 inh	STAT1 blocker	STAT1 activator	FLuc inhib CS	APP 5'UTR act	ROMK mod	NF-kB neuron act	FLuc act counter	STAT3 act
O=C(CN(c1ccc(F)cc1)S(=O)(=O)c1ccc2c(c1)OCCO2)NCc1ccncc1	-9	0	0	100	-6	9	/	0.99	1.1	102
COc1cc(C(=O)NNc2nc3cc4c(cc3s2)OCO4)cc(OC)c1OC	0	1	-9	108	-2	0	-0.96	0.81	1	99
CCOC(=O)C1C(=O)C=C(N2CCOCC2)CC1c1cccc(OC)c1 (stereo unspecified)	-1	-7	-1	101	2	1	/	1	1	110
Cc1ccc(-c2nnnn2CS(=O)(=O)c2ccccc2)cc1	-6	-3	-13	112	-5	6	0.0054	1.4	1.1	105
COc1ccc(OCCOCC(O)CN2CCOCC2)cc1 (stereo unspecified)	6	1	-9	109	-2	-6	/	1.3	1	104
O=C(c1ccc(Cl)cc1)c1ccccc1C(=O)N1CCOCC1	0	2	7	94	-6	0	/	1.3	1.1	103
COc1ccc(N(C(=O)C2CCCCC2)S(=O)(=O)c2cccc3cccnc23)cc1	3	2	7	92	-4	-3	-1.8	/	1	102
CCOC(=O)CC(=O)NC1(Cc2ccc(O)cc2)CCCCC1	-18	2	-4	103	0	18	/	1.1	1	100
CN1CCN(c2nc(-c3ccccc3)nc(-c3ccc(F)cc3)c2C#N)CC1	-11	19	2	97	-3	11	-0.0064	1	1	90
COc1cc(/C=N/NC(=O)C2CCN(CC(O)COCc3ccccc3)CC2)ccc1O (stereo unspecified)	-5	-2	-13	110	-2	5	-0.05	1.1	1	108
COc1cc(C)c2c(c1C=O)Oc1c(c(C)c(O)c3c1C(O)OC3=O)OC2=O (stereo unspecified)	-1	/	2	97	-11	1	/	0.99	1.1	/
O=C(COC(=O)c1cccc(Oc2ccccc2)c1)NCc1ccco1	10	0	-7	106	-9	-10	1.4	0.97	1.1	105
CCOC(=O)c1cc(-c2cccnc2)nn1-c1ccccn1	-4	1	8	93	-2	4	/	1	1	104
CC(=O)N(c1nc(CCl)cs1)c1cccc(C)c1C	-5	-1	-8	106	-6	5	-0.35	1.1	1.1	105
CCCCC1CC(CSC(=N)N)OC1=O (stereo unspecified)	-4	2	1	99	-5	4	/	1.1	1	99

Full records from above. Values in the order: APP transl inh | STAT3 inh | STAT1 blocker | STAT1 activator | FLuc inhib CS | APP 5'UTR act | ROMK mod | NF-kB neuron act | FLuc act counter | STAT3 act
COc1cc(/C=N/NC(=O)C2CCN(CC(O)COCc3ccccc3)CC2)ccc1O (stereo unspecified) is listed as -5 | -2 | -13 | 110 | -2 | 5 | -0.05 | 1.1 | 1 | 108
CCOC(=O)c1cc(-c2cccnc2)nn1-c1ccccn1 is listed as -4 | 1 | 8 | 93 | -2 | 4 | / | 1 | 1 | 104
CCCCC1CC(CSC(=N)N)OC1=O (stereo unspecified) is listed as -4 | 2 | 1 | 99 | -5 | 4 | / | 1.1 | 1 | 99
O=C(c1ccc(Cl)cc1)c1ccccc1C(=O)N1CCOCC1 is listed as 0 | 2 | 7 | 94 | -6 | 0 | / | 1.3 | 1.1 | 103
COc1cc(C(=O)NNc2nc3cc4c(cc3s2)OCO4)cc(OC)c1OC is listed as 0 | 1 | -9 | 108 | -2 | 0 | -0.96 | 0.81 | 1 | 99

Further compounds:
SMILES	APP transl inh	STAT3 inh	STAT1 blocker	STAT1 activator	FLuc inhib CS	APP 5'UTR act	ROMK mod	NF-kB neuron act	FLuc act counter	STAT3 act
c1ccc(C(c2ccccn2)c2ccccn2)cc1	-10	2	-7	106	-7	10	-0.95	0.97	1.1	106
N#CCCn1c(SCC(=O)Nc2ccc(N3CCOCC3)cc2)nc2ccccc21	-6	-4	0	100	1	7	-1.1	0.99	1	106
Oc1ccc(Cl)cc1/C=C/c1ccc2cccc(O)c2n1	-56	-74	14	87	-2	55	0.013	2.2	1	167*
O=C(NNS(=O)(=O)c1ccc2ccccc2c1)c1cccs1	-6	3	-2	102	-6	6	/	1.4	1.1	100
COc1cccc2c(=O)n(CC(=O)N3CCN(c4ccccc4)CC3)ccc12	6	12	-1	101	-2	-6	/	0.93	1	98
c1ccc(C2=Nc3ccccc3SC2c2nc3ccccc3[nH]2)cc1 (stereo unspecified)	-110	-60	-31	128	4	110	-0.27	6.7*	1	158*
CC(=O)Nc1ccc(S(=O)(=O)N2CCC(C(=O)O)CC2)cc1	2	5	-8	106	-8	-2	-0.17	1.2	1.1	97
CCCS(=O)(=O)N1CCCC(C(=O)NCCCN(C)Cc2ccccc2)C1 (stereo unspecified)	/	0	7	94	-4	/	/	0.96	1	105
COc1cccc(OC)c1OCCOc1ccccc1OC(C)C	7	1	4	97	-7	-7	1	0.97	1.1	99
CCOc1ccc(-n2nc3c(=O)n(CCN4CCCCC4)nc(C)c3c2C)cc1	4	11	-2	101	-8	-4	-0.056	1.1	1.1	92
COc1ccc(OCCCC(=O)Nc2cccc(C(C)=O)c2)cc1	7	4	4	96	5	-7	/	1	0.9	96
O=C(CSc1cccc[n+]1[O-])NCC1CCCCC1	2	0	-6	105	-5	-2	-0.9	1.3	1	102
COc1ccc(/C=C/C(=O)Nc2sc3c(c2C(=O)NCc2cccnc2)CCCC3)cc1	-4	-4	-4	103	-6	4	-0.69	1.1	1.1	109
COc1ccc(Cn2c(=O)[nH]c3cc(C(=O)NCCCOC(C)C)ccc3c2=O)cc1	-11	14	1	99	-1	11	1.5	0.99	1	91
CCOC(=O)c1c(-c2ccc(C)o2)csc1NC(=O)CSc1nnnn1-c1ccccc1	32	8	4	96	2	-32	-1.3	0.87	1	101

Part of the list above, with two lines to a compound:
Below each SMILES – APP transl inh | STAT3 inh | STAT1 blocker | STAT1 activator | FLuc inhib CS | APP 5'UTR act | ROMK mod | NF-kB neuron act | FLuc act counter | STAT3 act
- Oc1ccc(Cl)cc1/C=C/c1ccc2cccc(O)c2n1
  -56 | -74 | 14 | 87 | -2 | 55 | 0.013 | 2.2 | 1 | 167*
- COc1ccc(OCCCC(=O)Nc2cccc(C(C)=O)c2)cc1
  7 | 4 | 4 | 96 | 5 | -7 | / | 1 | 0.9 | 96
- CCOc1ccc(-n2nc3c(=O)n(CCN4CCCCC4)nc(C)c3c2C)cc1
  4 | 11 | -2 | 101 | -8 | -4 | -0.056 | 1.1 | 1.1 | 92
- COc1ccc(Cn2c(=O)[nH]c3cc(C(=O)NCCCOC(C)C)ccc3c2=O)cc1
  -11 | 14 | 1 | 99 | -1 | 11 | 1.5 | 0.99 | 1 | 91
- CCCS(=O)(=O)N1CCCC(C(=O)NCCCN(C)Cc2ccccc2)C1 (stereo unspecified)
  / | 0 | 7 | 94 | -4 | / | / | 0.96 | 1 | 105

The listing continues:
SMILES	APP transl inh	STAT3 inh	STAT1 blocker	STAT1 activator	FLuc inhib CS	APP 5'UTR act	ROMK mod	NF-kB neuron act	FLuc act counter	STAT3 act
O=C(NCCN1CCOCC1)c1ccncc1	-14	-4	-7	107	-4	14	0.017	1.2	1	107
CCOC(=O)Cc1csc(NC(NC(=O)OCC)(C(F)(F)F)C(F)(F)F)n1	12	-9	-4	104	-8	-12	1.5	1.3	1.1	104
COc1ccc([N+](=O)[O-])cc1NC(=O)C(C)OC(=O)c1cccnc1Cl (stereo unspecified)	3	4	-12	110	-3	-3	-0.45	0.9	1	101
O=C(O)CCn1cc(/C=C\C(=O)c2ccc(Cl)cc2)c(-c2cccc(Br)c2)n1	-4	6	1	99	-8	4	-0.34	1.1	1.1	98
O=c1cc(CN2CCN(c3ccccc3F)CC2)c2cc3c(cc2o1)CCCC3	3	12	-4	104	-7	-3	0.38	1.1	1.1	95
CCOC(=O)CC(NC(=O)CCc1c(C)nc2ncnn2c1C)c1ccc(C)cc1 (stereo unspecified)	0	10	1	98	-7	1	0.0027	1.1	1.1	97
CC(C)N(C(=O)CSc1nnc(Cc2csc(Nc3ccccc3)n2)o1)C(C)C	5	4	12	89	0	-5	-0.82	0.88	1	104
O=C(CSc1nnc(-c2cccnc2)n1-c1ccccc1)N1CCN(c2ccc(F)cc2)CC1	-1	10	2	98	-7	1	-0.76	0.91	1.1	96
CCOC(=O)c1ccc(NC(=O)CSc2nnc(-c3ccncc3)n2C)cc1	-8	12	-3	102	4	8	/	1.2	1	92
CC(C)Oc1ccc(C(=O)CCN2CCCCC2)cc1	-5	5	9	92	-3	5	0.009	1.1	1	98
Cc1occc1C(=O)NNC(=S)Nc1ccccc1C(F)(F)F	-108	-4	-36	133*	-3	108	/	0.95	1	102
Cc1cc2c(c(=O)n1CCN(C)C)C(c1ccc(Br)cc1)C(C#N)=C(N)O2 (stereo unspecified)	-27	5	-1	101	-4	27	/	1.1	1	98
COc1ccccc1NC(=S)N1CCN(Cc2ccccc2)CC1	17	-4	-6	106	-1	-17	-0.11	0.98	1	101
CCC(C)N1C(=O)c2ccccc2C1C(=O)NC1CCCCCC1 (stereo unspecified)	5	8	6	94	-1	-5	/	1.2	1	97
COc1cccc(C2C(C(=O)c3sc(C)nc3C)=C(O)C(=O)N2CCN2CCOCC2)c1OC (stereo unspecified)	-12	-13	0	100	-1	12	0.37	0.93	1	113
O=C(c1ccccc1)C1CN(c2ccccc2)CC1c1ccc(Cl)cc1 (stereo unspecified)	-11	14	-1	101	-9	11	-0.22	1.1	1.1	94
N=C1SCC(=O)N1c1ncc(Cc2ccc(F)cc2)s1	5	-5	1	98	-3	-5	1.9	1	1	107
CC#CCCCC(=O)Nc1ccccc1C(=O)O	-11	-8	-16	115	-5	11	1.4	1.4	1.1	111
O=C(/C=C/c1ccco1)N/C(=C\c1ccccc1)C(=O)NCCc1nc2ccccc2[nH]1	0	11	-2	102	-7	0	0.051	0.91	1.1	90
CN(CC(O)COC(c1ccccc1)c1ccccc1)C1CCCCC1 (stereo unspecified)	-8	2	18	82	-9	8	-1	0.99	1.1	99
Cc1ccc(N2C(=O)c3cccc([N+](=O)[O-])c3C2=O)cc1C	2	7	-10	108	-4	-2	-0.18	1.1	1	98
CCNS(=O)(=O)c1ccc(C(=O)Nc2ccccc2)cc1	-19	7	-6	106	0	19	-0.076	2	1	99
C=CCNc1nc(Nc2ccc([N+](=O)[O-])cc2)nc(N2CCCC2)n1	8	18	-10	108	-7	-8	-0.66	0.37	1.1	90
Nc1nnc(CC(=O)N/N=C\c2cc([N+](=O)[O-])ccc2O)s1	1	-9	5	96	-6	-1	/	1.4	1.1	107
CCOC(=O)C1CCCN(S(=O)(=O)c2cccc3cccnc23)C1 (stereo unspecified)	-19	10	10	90	-7	19	/	1	1.1	94
CCOC(=O)C1(CCc2ccccc2)CCN(C(=O)CCc2cnccn2)CC1	15	3	-21	118	-5	-15	1	1.8	1	99
COCCN(CC(=O)NC1CCCCC1)C(=O)CSc1nc2ccccc2o1	1	1	-3	103	-8	-1	/	1.1	1.1	103
CCC(=O)NCCNc1nc2cc(C)cc(C)c2cc1C#N	3	24	2	98	-2	-3	0.48	0.95	1	84
c1coc(CNc2c3c(nc4ncnn24)CCCC3)c1	-12	3	4	97	-7	12	/	0.9	1.1	103

Screening data as filed in PubChem.

Hits appear at their usual frequency; 7.1% or so of the library scored in one or more.
